# Screening data (PubChem BioAssay)
# FBPA coupling cs: coupling enzyme interference in Giardia aldolase counter-screen; coupling enzyme system counterscreen, AmpLite Red fluorescence; 290,000 compounds, 0.67% hits; AID 2472; activity change, negative = inhibition, % at 58.2 µM, hits read low; in the data active = activity change below about -30%; note: % is set by controls: 0 for no effect and ±100 for the full control effect
#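 Counterscreen lacking aldolase: glyceraldehyde-3-phosphate coupling-enzyme reagent preincubated 10 min at RT with compound (at 57.5 uM final), then substrate/coupling system with AmpLite Red added; fluorescence read at 525/598 nm after 20 min RT.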
# GALK inhibitor: galactokinase (human) inhibition | Potency, µM (titrated, usually from 57.5 µM), without a hit: top-dose activity change, negative = inhibition, hits mostly inhibitors | 270,000 compounds, 0.007% hits | Purified GALK, Kinase-Glo residual ATP luminescence; note: potency is the fitted concentration of half-maximal effect; % is set by controls: 0 for no effect and ±100 for the full control effect
# Target sequence (P51570 whole entry, looked up): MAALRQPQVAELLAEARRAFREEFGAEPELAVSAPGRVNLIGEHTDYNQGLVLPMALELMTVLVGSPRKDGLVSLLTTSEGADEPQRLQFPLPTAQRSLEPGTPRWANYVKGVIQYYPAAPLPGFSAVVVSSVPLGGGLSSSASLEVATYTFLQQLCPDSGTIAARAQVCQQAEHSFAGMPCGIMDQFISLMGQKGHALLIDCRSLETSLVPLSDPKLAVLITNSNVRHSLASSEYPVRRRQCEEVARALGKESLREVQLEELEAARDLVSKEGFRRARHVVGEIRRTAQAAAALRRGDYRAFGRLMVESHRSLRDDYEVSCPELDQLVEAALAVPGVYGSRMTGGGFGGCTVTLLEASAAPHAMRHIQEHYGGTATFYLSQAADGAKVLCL
#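 Quantitative HTS: GALK 5 nM, ATP 35 uM, galactose 100 uM, 1 h room temperature, then luciferase-based ATP detection.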
# Giardia kill: kills Giardia lamblia | Giardia lamblia trophozoite viability | activity change, % at 7.66 µM, hits read low | 340,000 compounds, 0.15% hits; in the data active = activity change below about -80%; inconclusive = between about -30% and that limit;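 note: parasites exposed to compound for two days anaerobically before the ATP read; % is set by controls: 0 for no effect and ±100 for the full control effect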
#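 Each well holds 100 Giardia trophozoites and compound. After two days (48 hrs) at 37 deg C in anaerobic conditions, ATP is quantified by luminescence.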
# TRPV1 ag: activates the human vanilloid receptor TRPV1; Q8NER1; TRPV1-expressing cells, Fluo-8 calcium influx, agonist mode; activation, % at 8.33 µM; 320,000 compounds, 0.19% hits; AID 540275; in the data active = activation above about 80%; inconclusive = between about 30% and that limit; note: 0% is about no effect
#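 TRPV1-expressing cells were cultured overnight at 35.5C and loaded with Fluo-8 calcium dye for 40 to 90 min at room temperature. After a 10 s baseline, compound was added and calcium influx was read kinetically for 3 min (ex 480/em 520 nm).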
# B2AR arrestin: recruits beta-arrestin to the human beta2-adrenergic receptor; P07550; beta-arrestin recruitment to beta2AR, cell-based reporter; Potency, µM (highest dose often 46.1 µM), inactives show at the highest dose activation, hits mostly activators; 330,000 compounds, 0.02% hits; AID 492947;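 note: potency is the fitted concentration of half-maximal effect; 0% = DMSO controls and full agonism = EC100 isoproterenol or metaproterenol; nearly all actives have a fitted effect of over 65% in size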
# KCNH2 3.1 inh: KCNH2 3.1 (human) potassium channel inhibition. U2OS KCNH2 3.1, thallium flux FluxOr; active compounds read low. activity change, % (tested at about 1.8 µM). 340,000 compounds, 0.95% hits. AID 720553;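 active = maximum activity change below -70%; inconclusive = maximum activity change from -70% to -50%; inactive = maximum activity change above -50%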;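 note: thallium influx rate constant from kinetic fluorescence after stimulation buffer; % is set by controls: 0 for no effect and ±100 for the full control effect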
#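 U2OS cells transduced with KCNH2 3.1 mutant virus (1.77 x 10^8 /mL, 4 h), plated overnight at 37 C, loaded 45 min with FluxOr dye plus Red40 quencher. Thallium flux rate constant from kinetic reads after stimulation buffer, normalised to controls.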
# KCNH2 WT inh: KCNH2 (human, wildtype) channel inhibition; Q12809; U2OS, BacMam KCNH2, thallium flux FluxOr; active compounds read low; activity change, % at 1.84 µM; 340,000 compounds, 0.37% hits; AID 720551;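 active = maximum activity change below -70%; inconclusive = maximum activity change between -70% and -50%; inactive = maximum activity change above -50%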; note: % is set by controls: 0 for no effect and ±100 for the full control effect
#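 U2OS cells transduced with wild-type KCNH2 virus are loaded with FluxOr dye for 45 min, and thallium flux is measured in kinetic reads before and after stimulation buffer. Rate constants are normalized to DMSO controls.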
# PKM2 activator: increases activity of human pyruvate kinase M2; purified PKM2, Kinase-Glo ATP luminescence, activation; response scale: 0% is enzyme alone, no compound; 260,000 compounds, 0.34% hits; P14618; Potency, µM (highest dose often 57.5 µM), for inactives: at the top dose activation, actives largely listed as activators; note: potency is the fitted concentration of half-maximal effect; % is set by controls: 0 for no effect and ±100 for the full control effect; nearly all actives have a fitted effect of over 55% in size
#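 ATP formation by purified human PK-M2, quantified via coupled luciferase luminescence after 1 h at room temperature with 0.1 mM ADP and 0.5 mM PEP final.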
# CXXC DNA block: MLL CXXC-DNA interaction inhibition; Q03164; MLL-CXXC / FITC-HOXA9 DNA fluorescence polarization; Potency, µM (top dose mostly 115 µM), inactives show at the highest dose activity change, negative = inhibition, actives largely listed as inhibitors; 290,000 compounds, 0.037% hits; active = well fitted inhibition curve with a large enough effect in the polarisation, with a control signal flat, not every such curve was filed as active; inconclusive = small, poorly fitted or top-dose-only effect, or effect the other way, or a change in a side signal; inactive = no such curve, though single readings can be large or run the other way; the % refers to the polarisation; note: potency is the fitted concentration of half-maximal effect
#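 Steps: dispense CXXC domain solution (7 uM) → pin compounds or unlabeled HOX-A9 DNA control → 5 min ambient → add FLSN-HOX-A9 solution (50 nM) → spin → 30 min ambient → fluorescence polarization. Tris pH 7.5/NaCl/DTT/BSA buffer.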
# USP2a block: inhibitors of human ubiquitin-specific protease USP2a; Potency, µM (top dose mostly 38.3 µM), for inactives: at the highest dose activity change, negative = inhibition, usual class: inhibitors; USP2 core, Ub-CHOP2 coupled fluorogenic reporter, 485/531; O75604; 330,000 compounds, 0.01% hits;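 note: potency is the fitted concentration of half-maximal effect; plate controls were DMSO wells for no effect and full inhibition by NEM control for full effect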
#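 Deubiquitinase activity read as fluorescence (485/531 nm) after Ub-CHOP2 cleavage activates the enterokinase reporter on its substrate; USP2 core 10nM, Ub-CHOP2 and substrate 25nM each, 30min compound preincubation then 60min RT; data normalized to NEM, curves fitted.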
# Menin MLL FP TR: displaces Texas Red mutant MLL peptide from human menin. O00255. 270,000 compounds, 0.23% hits. Menin + Texas Red MLL mutant peptide, fluorescence polarization. Potency, µM (highest dose often 61.6 µM), inactives show at the highest dose FP activity change, negative = inhibition, actives largely listed as inhibitors; active = well fitted inhibition curve with a large enough effect in the polarisation, with a control signal flat, not every such curve was filed as active; inconclusive = small, poorly fitted or top-dose-only effect, or effect the other way, or a change in a side signal; inactive = no such curve, though single readings can be large or run the other way; the % refers to the polarisation; note: potency is the fitted concentration of half-maximal effect; % of control where 0% means no effect; many of its hits are not listed in these tables
# Target sequence (O00255 whole entry, looked up): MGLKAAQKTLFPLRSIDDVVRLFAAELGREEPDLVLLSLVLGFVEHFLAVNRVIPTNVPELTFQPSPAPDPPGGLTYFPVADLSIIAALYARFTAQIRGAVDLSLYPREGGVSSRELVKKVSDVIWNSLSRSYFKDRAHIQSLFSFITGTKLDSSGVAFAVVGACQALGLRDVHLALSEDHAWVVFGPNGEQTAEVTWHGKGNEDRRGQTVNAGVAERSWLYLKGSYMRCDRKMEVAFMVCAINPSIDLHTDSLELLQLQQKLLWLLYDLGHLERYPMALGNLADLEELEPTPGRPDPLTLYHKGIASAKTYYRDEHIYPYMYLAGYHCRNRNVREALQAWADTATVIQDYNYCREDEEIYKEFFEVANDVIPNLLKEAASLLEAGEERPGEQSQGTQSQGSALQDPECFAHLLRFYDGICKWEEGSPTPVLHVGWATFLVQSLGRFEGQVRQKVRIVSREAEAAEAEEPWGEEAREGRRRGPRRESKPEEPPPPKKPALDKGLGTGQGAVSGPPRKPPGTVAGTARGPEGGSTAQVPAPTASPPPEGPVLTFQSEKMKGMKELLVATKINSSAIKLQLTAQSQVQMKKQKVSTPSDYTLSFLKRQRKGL
# Numbers without * were called inactive; u = inconclusive; x = no result given; [ ] = another dose, or the depositor's remark. Unless noted, calls come from the whole dose curve; as a rule, active = well fitted curve in the direction sought with a large enough effect; inconclusive = small, poorly fitted or top-dose-only effect, or another doubt; inactive = no such curve, though single readings can be large; an effect the other way counts as inactive or inconclusive. Some of the compounds tested; rates above refer to the full screens.
# Start of the listing, in advance (two entries):
SMILES,FBPA coupling cs,GALK inhibitor,Giardia kill,TRPV1 ag,B2AR arrestin,KCNH2 3.1 inh,KCNH2 WT inh,PKM2 activator,CXXC DNA block,USP2a block,Menin MLL FP TR
COc1cc(NC(=S)N2CCN(C/C=C/c3ccccc3)CC2)cc(OC)c1,-2,0%,16,4,-0.5%,-29,1,3%,4%,-6%,-1%
COc1cccc(NC(=O)c2sc(NC(=O)c3ccncc3)nc2C)c1,0,0%,2,-1,-0.3%,4,0,-21%,2%,9%,x

# All compounds of this part, from the first entry:
SMILES,FBPA coupling cs,GALK inhibitor,Giardia kill,TRPV1 ag,B2AR arrestin,KCNH2 3.1 inh,KCNH2 WT inh,PKM2 activator,CXXC DNA block,USP2a block,Menin MLL FP TR
COc1cc(NC(=S)N2CCN(C/C=C/c3ccccc3)CC2)cc(OC)c1,-2,0%,16,4,-0.5%,-29,1,3%,4%,-6%,-1%
COc1cccc(NC(=O)c2sc(NC(=O)c3ccncc3)nc2C)c1,0,0%,2,-1,-0.3%,4,0,-21%,2%,9%,x
Cc1ccc(NC(=O)CSCC#N)cc1Cl,1,0%,8,6,-0.3%,13,6,-1%,6%,2%,-8%
COC(=O)Cn1cc(S(=O)(=O)NCc2ccc(C)cc2)c2cc([N+](=O)[O-])ccc21,-3,2%,-3,6,-1.2%,11,-12,x,3%,2%,14%
COc1ccc(Nc2nc(N)c([N+](=O)[O-])c(NCc3ccccc3)n2)cc1,3,-4%,-2,-1,5.6%,1,-4,9%,11%,2%,x
Cc1cc(C)n(CC(=O)NC2CCCc3c2cnn3-c2ccccc2F)n1 (stereo not given),x,1%,12,-3,-0.3%,1,-4,x,-2%,-6%,x
CCOCCCNC(=S)N1CCCC(c2nc3ccc(C)cc3[nH]2)C1 (stereo not given),2,7%,-7,0,0.2%,2,10,0%,-2%,6%,9%
CC(=O)/C(C=Nc1noc(C)c1Br)=C(\C)O,1,-1%,7,-4,-1.2%,-27,-5,-13%,10%,-2%,x
C1CCN=C(Nc2nc3c(s2)CCCC3)CC1,-6,0%,-3,u,-0.1%,11,-13,-6%,-2%,0%,-9%
Cc1ccsc1C(=O)NCc1ccccc1Cl,0,0%,-4,u,-0.1%,3,3,x,40%[activator],2%,-14%
Cn1c(=O)c2c(ncn2CC(=O)N(Cc2ccccc2)c2ccccn2)n(C)c1=O,1,-1%,-20,1,-0.4%,13,7,4%,7%,3%,14%
O=C(Cn1cnc2c(OCc3ccccc3)ncnc21)NCC1CCCO1 (stereo not given),x,x,-12,x,-0.4%,3,6,x,x,3%,x
CCC(=O)NC(=S)Nc1ccc(NC(=O)COc2ccccc2)cc1,1,-2%,-11,5,-0.5%,3,1,4%,-12%,-1%,u
CC(C)(C)OC(=O)N1CCC[C@H]1c1nnc(SCc2ccc(Cl)cc2Cl)o1,0,-1%,14,28,x,-39,4,16%,56%[activator],x,u
Cc1ccccc1C(=O)Nc1ccc(C(=O)N/N=C/c2ccc(O)cc2)cc1,-3,15%,-9,-2,0.0%,4,8,-3%,-2%,1%,36%[activator]

# Fetched one by one from the list above:
SMILES,FBPA coupling cs,GALK inhibitor,Giardia kill,TRPV1 ag,B2AR arrestin,KCNH2 3.1 inh,KCNH2 WT inh,PKM2 activator,CXXC DNA block,USP2a block,Menin MLL FP TR
O=C(Cn1cnc2c(OCc3ccccc3)ncnc21)NCC1CCCO1 (stereo not given),x,x,-12,x,-0.4%,3,6,x,x,3%,x
Cc1ccsc1C(=O)NCc1ccccc1Cl,0,0%,-4,u,-0.1%,3,3,x,40%[activator],2%,-14%
CC(C)(C)OC(=O)N1CCC[C@H]1c1nnc(SCc2ccc(Cl)cc2Cl)o1,0,-1%,14,28,x,-39,4,16%,56%[activator],x,u

# Continued:
SMILES,FBPA coupling cs,GALK inhibitor,Giardia kill,TRPV1 ag,B2AR arrestin,KCNH2 3.1 inh,KCNH2 WT inh,PKM2 activator,CXXC DNA block,USP2a block,Menin MLL FP TR
O=C(CSc1nnc(CNC(=O)c2ccco2)o1)Nc1ccc(F)cc1,x,-2%,16,-1,0.1%,13,-9,x,9%,-1%,x
COc1ccc(N(C)C(=O)c2cn(C)c(=O)c3cc(OC)c(OC)cc23)cc1,3,4%,5,-4,0.4%,17,6,x,-3%,9%,-6%
CC(C)c1ccc2c(c1)CCC1C(C)(CN)CCCC21C (stereo not given),0,13%,0,3,-0.3%,-22,-1,-20%,15%,1%,20µM*
CC(=NCCCn1ccnc1)c1c(-c2ccccc2)[nH]n(-c2nc3ccccc3s2)c1=O,-3,-2%,-14,27,0.1%,-22,1,-3%,52%[activator],1%,-11%
O=C(CCNC(=O)N1CCn2c1nc1ccccc12)NCc1ccccc1Cl,-2,13%,-12,0,-0.7%,5,-6,2%,33%[activator],0%,7%
CCCn1c(NC(=O)c2ccccc2Br)nc2ccccc21,0,0%,-26,16,0.3%,-11,1,4%,-4%,2%,3%
CCCN1C(=O)/C(=c2\sc3nc(=O)c(Cc4ccc(C)cc4)nn3c2=O)c2ccccc21,2,3%,22,1,0.3%,11,1,3%,u,0%,2%
Cc1noc(C)c1S(=O)(=O)Nc1cccc(CO)c1,x,2%,-8,4,-0.8%,7,-5,-5%,17%,1%,x
C=CCOn1c(=O)c(C)[n+]([O-])c2ccccc21,0,-2%,1,-1,0.1%,-5,-2,-12%,1%,-1%,10%
Cc1ccc(Nc2nc(-c3ccncc3)cs2)cc1,0,1%,13,1,0.0%,-6,-1,1%,3%,7%,u
O=C(COC(=O)c1ccncc1)Nc1cc(S(=O)(=O)N2CCOCC2)ccc1Cl,x,x,2,1,0.1%,-12,4,x,x,0%,x
O=C(COC(=O)CCOc1ccccc1)NCCc1ccccc1,x,x,3,23,-0.4%,4,-7,x,x,-2%,x
Cc1ccc(C(c2nnnn2C(C)(C)C)N(Cc2ccco2)Cc2cccs2)cc1 (stereo not given),-4,0%,-1,24,-0.1%,-16,0,2%,0%,1%,u
CN(C(=S)NC(=O)c1ccc(F)cc1)C1CCCCC1,x,-7%,-19,19,3.5%,-1,-3,-6%,0%,1%,x
Cc1cc(N2CCOCC2)nc2ccc(NC(=S)N3CCCCC3C)cc12 (stereo not given),-9,-1%,0,-4,0.5%,x,-3,2%,9%,-8%,u

# Brought forward from above: 2 compounds, then new ones.
SMILES,FBPA coupling cs,GALK inhibitor,Giardia kill,TRPV1 ag,B2AR arrestin,KCNH2 3.1 inh,KCNH2 WT inh,PKM2 activator,CXXC DNA block,USP2a block,Menin MLL FP TR
CN(C(=S)NC(=O)c1ccc(F)cc1)C1CCCCC1,x,-7%,-19,19,3.5%,-1,-3,-6%,0%,1%,x
Cc1cc(N2CCOCC2)nc2ccc(NC(=S)N3CCCCC3C)cc12 (stereo not given),-9,-1%,0,-4,0.5%,x,-3,2%,9%,-8%,u
O=C(N/N=C/c1ccccc1O)c1ccncc1,x,x,7,20,-0.9%,-20,-6,x,5%,2%,-3%
COc1ccc(Nc2nc(N3CCCC3)nc(N3CCCC3)n2)c(OC)c1,4,-4%,48[activator],7,-0.2%,-19,-9,0%,-1%,-6%,-4%
Cc1ccc(OCc2ccc(C(=O)N3CCCC3)o2)cc1C,-6,6%,-9,3,-0.7%,1,-9,-4%,-3%,-10%,-25%
O=C(CCN1CCN(CCO)CC1)Nc1ccc(OCc2ccccc2)cc1,5,0%,-8,-1,x,-3,3,-1%,-3%,x,-8%
O=C(/C=C/NCc1cccnc1)c1ccc(-c2ccccc2)cc1,-3,-5%,1,10,-0.8%,3,2,2%[11.5 µM],5%,-1%,0%
COc1ccccc1CN1C(=O)[C@@H]2C(CC(N)=O)NC3(C(=O)Nc4c3ccc(Cl)c4C)[C@@H]2C1=O (stereo not given in full),-1,4%,6,3,-0.1%,-6,29,0%,5%,0%,8%
Cc1ccc(NC(=S)NNC(=S)Nc2ccc(C)cc2C)cc1,-3,-1%,2,8,-0.2%,-15,1,-5%,1%,-16%,u
COc1ccc(N2CCN(C(=O)C(CCSC)N=C3NS(=O)(=O)c4ccccc43)CC2)cc1 (stereo not given),-2,-2%,-17,-2,-0.5%,10,-2,-1%,0%,3%,6%
CCN(CC)C(=O)c1sc(NC(=O)c2cccnc2)c(C(=O)OC)c1C,-2,-3%,6,-4,-0.3%,4,12,-2%,-1%,0%,-12%
OCCN1CCN(c2cc(C(F)(F)F)nc3ccccc23)CC1,2,0%,6,1,-0.8%,4,-4,3%,-7%,3%,x
COc1cccc(OCc2ccc(Cl)cc2)c1C#N,1,-2%,3,12,0.1%,-19,-1,-7%,-10%,0%,x
Cc1ccccc1NC(=O)CCCn1nc(C)c2c(C)n(-c3ccccc3)nc2c1=O,x,-2%,-11,2,0.4%,-9,-1,x,-1%,0%,x
